RGS4 inh: inhibitors of human RGS4; B-score at 10 µM; AID 463165; HEK293 M3R/RGS4 inducible, Fluo-4 calcium flux; hits give high values; triggered by carbachol at its EC20; 0.45% of 310,000 active;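 active = B-score, a plate-corrected calcium signal, over three deviations above library mean, with baseline fluorescence within five deviations of library mean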;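 note: RGS4 expression induced by doxycycline in cells with stable M3 receptor; B-score is computed from the integrated fluorescence ratio over baseline after carbachol; higher B-score means a larger calcium signal and so more RGS4 inhibition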
RGS4 act: potentiators or activators of RGS4 | HEK293 M3R/inducible RGS4, carbachol calcium flux Fluo4; hits give low values | B-score at 10 µM | 0.92% of 310,000 active;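 active = B-score of the integrated calcium signal more than 4 SD below the library mean, with starting fluorescence not abnormally high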;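 note: negative B-score means reduced calcium response which marks RGS4 activation or potentiation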
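Assay system: HEK293 FlpIn-TREx cells, stable M3R, doxycycline-inducible RGS4 / Probe or stimulus: carbachol, ECmax concentration / Times: overnight RGS4 induction, 30 min dye load 37 °C, 20 min compound RT / Signal: kinetic calcium fluorescence imaging with Fluo4-AM dye, 2 µM / Measure: Agonist-evoked peak-minus-minimum fluorescence over baseline, integrated ratio, B score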
TMEM16A inh: inhibitors of mouse TMEM16A calcium-activated chloride channel. normalized B-score (activity score, 25-100; higher = stronger inhibition) at 10 µM. HEK293 TMEM16A/YFP iodide influx fluorescence, ionomycin. 1.2% of 310,000 active;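 active = ratio plate-corrected score three or more library SD toward inhibition, starting fluorescence score within five deviations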;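 note: score derived from kinetic fluorescence span divided by baseline fluorescence per well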
Target sequence (Q8BHY3 whole entry, looked up): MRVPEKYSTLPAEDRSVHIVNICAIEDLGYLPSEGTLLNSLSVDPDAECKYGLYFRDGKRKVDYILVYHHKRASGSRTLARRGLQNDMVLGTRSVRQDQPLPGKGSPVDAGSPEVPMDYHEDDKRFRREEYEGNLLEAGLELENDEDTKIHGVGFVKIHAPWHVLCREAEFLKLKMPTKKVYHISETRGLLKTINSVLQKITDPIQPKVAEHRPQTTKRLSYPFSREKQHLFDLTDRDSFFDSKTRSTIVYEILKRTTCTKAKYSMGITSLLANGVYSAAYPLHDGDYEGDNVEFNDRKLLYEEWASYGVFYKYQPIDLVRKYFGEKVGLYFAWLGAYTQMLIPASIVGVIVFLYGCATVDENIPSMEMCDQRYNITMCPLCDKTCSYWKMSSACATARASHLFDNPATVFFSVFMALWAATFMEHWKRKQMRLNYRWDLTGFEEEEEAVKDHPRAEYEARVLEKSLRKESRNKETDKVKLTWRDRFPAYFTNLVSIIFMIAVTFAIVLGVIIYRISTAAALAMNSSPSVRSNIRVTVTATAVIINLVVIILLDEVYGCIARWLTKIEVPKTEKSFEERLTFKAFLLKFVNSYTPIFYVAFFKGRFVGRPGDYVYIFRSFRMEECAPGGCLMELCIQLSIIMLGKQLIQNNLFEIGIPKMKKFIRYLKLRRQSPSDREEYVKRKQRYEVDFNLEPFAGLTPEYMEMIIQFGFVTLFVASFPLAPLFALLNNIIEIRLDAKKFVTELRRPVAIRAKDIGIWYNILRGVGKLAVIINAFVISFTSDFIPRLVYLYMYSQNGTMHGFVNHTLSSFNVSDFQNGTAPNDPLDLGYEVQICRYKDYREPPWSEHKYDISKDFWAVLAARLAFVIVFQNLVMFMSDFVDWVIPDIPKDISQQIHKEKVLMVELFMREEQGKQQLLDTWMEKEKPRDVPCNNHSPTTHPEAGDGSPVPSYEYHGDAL
SKKanGAS inh: inhibitors of SKKanGAS S. pyogenes growth in kanamycin (SK-promoter or general growth effect) | inhibition, % at 7.5 µM | AID 1662 | 1.3% of 300,000 active | BacTiter-Glo, 6 h;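 active = mean replicate score, as percent of positive control median, at least 50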;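 note: strain carries kanamycin resistance gene driven by streptokinase promoter and grows in 40 µg/ml kanamycin; loss of luminescence reflects streptokinase promoter inhibition or plain growth inhibition; 0% = median of DMSO wells and 100% = positive control at its reference dose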
TRPC6 activator: mouse TRPC6 channel activation. Q61143. HEK293-TRPC6 membrane potential dye fluorescence; hits give high values. B-score at 10 µM. 0.13% of 310,000 active;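 active = B-score of the integrated fluorescence ratio above library mean plus 3 SD, and starting fluorescence ratio within library mean plus 5 SD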;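 note: higher score means more depolarization so channel activation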
MrgX1 antagonist: human MrgX1 receptor antagonism, primary screen; Q96LB2; MRGX1-HEK293 calcium flux, Fluo-4, BAM8-22 antagonism; hits give low values; B-score at 10 µM; 1.3% of 310,000 active;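 active = calcium-response B-score plate-corrected more than 3 library SD below zero, starting fluorescence within 5 deviations, no agonist response on first addition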;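 note: peak minus trough fluorescence over baseline after final BAM8-22 challenge near maximal dose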
TRPC6 inhibitor: mouse TRPC6 channel inhibition; B-score at 10 µM; Q61143; AID 2553; 1.1% of 310,000 active; HEK293-TRPC6, membrane potential dye, ACh-evoked depolarization; hits give low values;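 active = B-score under library mean minus 3 SD, initial fluorescence not abnormally high, positive integrated signal ratio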;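 note: B-score derived from integrated fluorescence ratio over the kinetic read; more negative B-score means stronger inhibition of depolarization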
ANO1 activ: activates or potentiates the mouse TMEM16A chloride channel; HEK293 TMEM16A/YFP-H148Q/I152L, iodide quench fluorescence; hits give low values; B-score at 10 µM; 0.3% of 340,000 active;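 active = fluorescence-ratio B-score plate-corrected deviation score at least 3 library SD below zero, with starting fluorescence score within 5 deviations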;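 note: channel opened by trigger with iodide after compound preincubation; score built on the fluorescence ratio of max minus min over baseline; more negative score means more quench and so TMEM16A activation or potentiation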
HDAC3 inh: inhibitors of human histone deacetylase 3 | O15379 | recombinant HDAC3, fluorogenic peptide/trypsin coupled, fluorescence | inhibition, % at 8.3 µM | 0.15% of 320,000 active; in the data active = inhibition above about 26%, passing the limit was not always enough
MrgX1 agonist: human MrgX1 receptor agonism, primary screen | MrgX1-HEK293 cells, Fluo-4 calcium fluorescence, agonist mode; hits give high values | B-score at 10 µM | Q96LB2 | 0.44% of 310,000 active | AID 588627;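 active = calcium response B-score plate-corrected fluorescence ratio at least 3 library SD, with starting fluorescence B-score inside 5 SD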
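Material: MrgX1-expressing HEK293 cells; input: 15,000 cells per well; doses: test compound given as first of three sequential additions; schedule: overnight plating before 1 h dye loading; technique: Fluo-4 NW calcium-flux fluorescence, kinetic read; evaluation: baseline-normalised fluorescence change ratio, B-scored; control set: plate-wise positive and negative controls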
MrgX1 allo act: allosterically activates human MrgX1 receptor signaling. B-score at 10 µM. AID 588675. MrgX1-HEK293, Fluo-4 calcium flux, FDSS; hits give high values. 0.63% of 310,000 active;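 active = plate-corrected calcium response at least 3 library SD above typical, normal starting fluorescence, not activating the receptor alone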;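 note: compound read alongside a low EC10 to EC30 dose of BAM8-22 agonist; peak minus trough fluorescence over baseline measured at the second addition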
* marks the source's active call; other numbers are inactive results; i = inactive; nt = not tested or not shown.

SMILES	RGS4 inh	RGS4 act	TMEM16A inh	SKKanGAS inh	TRPC6 activator	MrgX1 antagonist	TRPC6 inhibitor	ANO1 activ	HDAC3 inh	MrgX1 agonist	MrgX1 allo act
COc1cc(NC(=O)c2sc3ncn(CC(=O)N4CCC(C)CC4)c(=O)c3c2C)cc(OC)c1OC	i	i	i	-22	i	i	i	i	5	i	i
CSc1ccc(C(=O)NC2CCSc3ccccc32)cc1 (stereo unspecified)	i	i	i	-2	i	i	i	i	0	i	i
N/C(=N\OC(=O)c1ccc(Cl)cc1)c1ccn[nH]1	i	i	i	-1	i	i	i	i	4	i	i
C=CCNC(=O)COCc1cc(-c2ccc3c(c2)OCO3)on1	i	i	i	-7	i	i	i	i	13	i	i
CCN1/C(=C\C(=S)Nc2ccccc2)Sc2ccccc21	i	i	i	5	i	i	i	i	0	i	i
Cc1c(OCc2ccccc2)c(=O)ccn1Cc1ccc(Cl)cc1	i	i	i	19	i	i	i	i	16	i	i
CC1CCCC(NC(=O)COC(=O)[C@@H]2CC(O)CN2S(=O)(=O)c2ccc3c(c2)OCCO3)C1C (stereo partly specified)	i	i	i	5	i	i	i	i	-2	i	i
CCCCNC(=O)N1CCOCCOCCN(C(=O)NCCCC)CCOCC1	i	i	i	-5	i	-4.6*	i	i	-8	i	i
O=C(c1ccccc1F)N1CCN(Cc2ccccc2F)CC1	i	i	i	-6	i	i	i	i	2	i	i
COc1ccc(NC(=O)c2ccccc2C)c(OC)c1	i	i	i	0	i	i	i	i	-2	i	i
CCCCNC(=O)Nc1ccc2c(c1)N(C)C(=O)c1ccccc1S2	i	i	i	5	i	i	i	i	-1	i	i
Cc1cc(C)n(-c2cccc(CN3CCC(CO)(Cc4ccccc4)CC3)c2)n1	i	i	i	-7	i	i	i	i	-1	i	i
COCCN1C(=O)C(O)=C(C(C)=O)C1c1ccc(F)cc1 (stereo unspecified)	i	i	i	1	i	i	i	nt	2	i	i
COc1ccc(-n2cnc3c(sc4nc(N5CCOCC5)c5c(c43)CCCC5)c2=O)cc1	i	i	i	14	i	i	i	i	-3	i	i
Cc1ccc2cc(C)c3nnc(SCC(=O)Nc4nc5c(s4)CCCC5)n3c2c1C	i	i	i	2	i	i	i	i	0	i	i
CCc1ccccc1NC(=O)N1C2CCCC1CC(NC(=O)C(C)(C)C)C2 (stereo unspecified)	i	i	i	-5	i	i	i	nt	10	i	i
CCCCC(=O)Nc1cccc(NC(=S)NC(=O)COc2ccccc2Cl)c1	i	i	i	-2	i	i	i	i	5	i	i
CC(C)(C)C1CCc2onc(C(=O)Nc3cccnc3)c2C1 (stereo unspecified)	i	i	i	-7	i	i	i	i	-2	i	i
CCOC(=O)NC(=O)C(/C=N/c1sccc1C(=O)OC)=C(\C)O	i	i	i	-9	i	i	i	i	-2	i	i
COc1ccc(-c2csc(-n3cccn3)n2)cc1	i	i	i	-8	i	i	i	i	2	i	i
CCOc1ccccc1N(CC(=O)NCc1ccc(OC)cc1)S(C)(=O)=O	i	i	i	2	i	i	i	i	-2	i	i
COc1cc2c(cc1OC)C(COc1ccccc1OC)N(C(=O)c1ccco1)CC2 (stereo unspecified)	i	i	i	1	i	i	i	i	0	i	i
Cc1ccc(-c2nnn(CC(=O)N(CC(=O)NCC3CCCO3)c3ccccc3)n2)o1 (stereo unspecified)	i	i	i	1	i	i	i	i	-5	i	i
Cc1cc(C(=O)N/N=C/c2c(C)[nH]c3ccccc23)n[nH]1	i	i	i	-7	i	i	i	i	9	i	i
Nc1nncn1C(=O)CCCOc1ccccc1	i	i	i	22	i	i	i	i	0	i	i
CCC(=O)Nc1ccc(C(=O)Nc2cc(C)on2)cc1	i	i	i	3	i	i	i	i	8	i	i
c1ccc(-n2cnc3cc(NCc4cccs4)ccc32)cc1	i	i	i	18	i	i	i	i	-19	i	i
CC(=O)N1N=C(c2ccc(C)cc2)OC1c1ccc(Br)cc1 (stereo unspecified)	i	i	i	8	i	i	i	i	2	i	i
COc1ccc(CSc2cccc3cccnc23)cc1[N+](=O)[O-]	i	i	i	31	i	i	i	i	-4	i	i
Cc1ccc(NC(=O)COC(=O)CN2C(=O)C3CCCCC3C2=O)cc1S(=O)(=O)N1CCOCC1 (stereo unspecified)	i	i	i	-5	i	i	i	i	-4	i	i
O=C1NC(Cc2c[nH]c3ccccc23)C(=O)N1Cc1cccc2ccccc12 (stereo unspecified)	i	i	i	-7	i	i	i	i	4	i	i
COc1ccc(OC)c(C(=O)COC(=O)CN2C(=O)NC3(CCCCC3C)C2=O)c1 (stereo unspecified)	i	i	i	nt	i	i	i	i	1	i	i
COc1ccc2cc(Br)ccc2c1CC(=O)NCC1CCCO1 (stereo unspecified)	i	i	i	8	i	i	i	i	0	i	i
COc1cc(/C=C/C(=O)O)cc(S(=O)(=O)NCCO)c1OC	i	i	i	-4	i	i	i	i	-13	i	i
O=C(c1ccc(S(=O)(=O)c2cccc(Cl)c2)c([N+](=O)[O-])c1)N1CCN(Cc2ccccc2)CC1	i	i	i	0	i	i	i	i	1	i	i
C/C=C/C(=O)OCC(=O)Nc1ccc(OC)c(OC)c1	i	i	i	3	i	i	i	i	nt	i	i
O=P(COCCCCCOCP(=O)(c1ccccc1)c1ccccc1)(c1ccccc1)c1ccccc1	i	i	i	13	i	i	i	i	1	i	i
CCN(CC)CCCNC(=O)c1ccc2c(Cl)c3c(nc2c1)CCCC3	i	i	i	-1	i	i	i	i	-3	i	i
Cc1ccc(SC(C)C(=O)NCC(C)C)cc1 (stereo unspecified)	i	i	i	1	i	i	i	i	7	i	i
Fc1cccc(NCc2cn3ccccc3n2)c1	i	i	i	-5	i	i	-5.5*	i	7	i	i
NC(=O)CSc1ncnc2c1oc1ccccc12	i	i	i	-1	i	i	i	i	6	i	i
CCOC(=O)N1CCN(C(c2ccc(C)cc2)c2sc3nc(C)nn3c2O)CC1 (stereo unspecified)	i	i	i	-9	i	i	i	i	7	i	i
N#Cc1cn(CC(=O)N2CCCC2)c2ccccc12	i	i	i	-5	i	i	i	i	2	i	i
O=C(NCc1cccs1)N[C@@H](Cc1ccccc1)C(=O)O	i	i	i	-3	i	i	i	i	-6	i	i
O=C(Oc1ccccc1C(=S)N1CCOCC1)c1cccc([N+](=O)[O-])c1	i	i	i	2	i	i	i	i	3	i	i
COc1cc2c(cc1OC)C(C)=NC1(CCCCC1)C2	i	i	i	-18	i	i	i	i	nt	i	i
Cc1ccc(S(=O)(=O)NNC(=O)c2ccccc2O)cc1	i	i	i	-5	i	i	i	i	4	i	i
C=CCNC(=O)/C(C#N)=C/c1ccccc1[N+](=O)[O-]	i	i	i	0	i	i	i	i	2	i	i
CSc1ccccc1NC(=O)COc1ccc(Cl)cc1	i	i	i	-2	i	i	i	i	4	i	i
O=C(Nc1ccc2c(c1)OCCO2)C1CCN(C(=O)c2ccc(F)cc2)CC1	i	i	i	11	i	i	i	i	-7	i	i
COc1ccc(CC(=O)Nc2c3c(nn2-c2cccc(Cl)c2)CS(=O)(=O)C3)cc1	i	i	i	-6	i	i	i	i	-5	i	i
CCOc1ccc(-c2c(=O)n(O)c3ccccc3[n+]2[O-])cc1	i	i	i	3	i	i	i	i	1	i	i
CCOC(=O)c1ccc(NC(=O)c2c(Cl)cc(C)nc2C)cc1	i	i	i	7	i	i	i	i	5	i	i
CC1CCCC(C)N1CCCNC(=O)c1ccc2nc(N3CCOCC3)sc2c1 (stereo unspecified)	i	i	i	2	i	i	i	i	-3	i	i
COc1ccc(CCn2c(C)c(C(C)=O)c(C(C)=O)c2C)cc1OC	i	i	i	-4	i	i	i	i	3	i	i
CCCCNC(=O)CN1C(=O)NC(CCc2ccccc2)C1=O (stereo unspecified)	i	i	i	-1	i	i	i	i	1	i	i
Cc1nc(SCC(=O)Nc2cc(C(N)=O)cc(C(N)=O)c2)c2c(C)c(C)sc2n1	i	i	i	0	i	i	i	i	1	i	13*
O=C(OCc1ccccc1)N1CCOCCOCCN(C(=O)OCc2ccccc2)CCOCCOCC1	i	i	i	-6	i	i	i	i	1	i	i
COc1ccc(-c2ccc(CCC(=O)O)n2-c2ccccc2O)cc1	i	i	i	5	i	i	i	i	nt	i	i
Cn1c(=O)c2[nH]cnc2n(-c2ccccc2)c1=O	i	i	i	-1	i	i	i	i	-14	i	i

An excerpt of these results, comma-delimited.
mol,RGS4 inh,RGS4 act,TMEM16A inh,SKKanGAS inh,TRPC6 activator,MrgX1 antagonist,TRPC6 inhibitor,ANO1 activ,HDAC3 inh,MrgX1 agonist,MrgX1 allo act
CSc1ccccc1NC(=O)COc1ccc(Cl)cc1,i,i,i,-2,i,i,i,i,4,i,i
O=C(Nc1ccc2c(c1)OCCO2)C1CCN(C(=O)c2ccc(F)cc2)CC1,i,i,i,11,i,i,i,i,-7,i,i
COc1ccc(CC(=O)Nc2c3c(nn2-c2cccc(Cl)c2)CS(=O)(=O)C3)cc1,i,i,i,-6,i,i,i,i,-5,i,i
CCOc1ccc(-c2c(=O)n(O)c3ccccc3[n+]2[O-])cc1,i,i,i,3,i,i,i,i,1,i,i

Next results follow:
SMILES	RGS4 inh	RGS4 act	TMEM16A inh	SKKanGAS inh	TRPC6 activator	MrgX1 antagonist	TRPC6 inhibitor	ANO1 activ	HDAC3 inh	MrgX1 agonist	MrgX1 allo act
CN(CCCNC(=O)c1cn(C)c2ccc(S(=O)(=O)N(C)C)cc2c1=O)c1ccccc1	i	i	i	-13	i	i	i	i	6	i	i
Cc1cccc(CC(=O)Nc2cc(=O)n(C)c(=O)n2C)c1	i	i	i	1	i	i	i	i	-8	i	i
O=C1c2ccccc2S(=O)(=O)c2cc(N3CCC4(CC3)OCCO4)ccc21	i	i	i	-1	i	i	i	nt	2	i	i
COc1cc(C(=O)NCc2ccncc2)cc(Br)c1OCc1ccccc1	i	i	i	-5	i	i	i	i	-6	i	i
CCCc1cc(=O)[nH]c(SCC(=O)c2cc(C)n(C)c2C)n1	i	i	i	-9	i	i	i	i	-10	i	i
Cc1ccc(C)c(C(=O)n2cnnc2N)c1	nt	nt	i	nt	nt	i	nt	nt	-5	i	i

Bioassay records from PubChem BioAssay.
